3T3 cytotox: NIH 3T3 cell cytotoxicity | NIH 3T3 viability, CellTiter-Glo ATP luminescence, 48-72 h | hit rate 4.3% among 94,000 | Potency, µM (top dose mostly 96.7 µM), inactives show top-dose activity change, negative = cytotoxicity, most hits filed as inhibitors | AID 1345082; also: potency is read from the fitted curve at half-maximal effect; nearly all actives have a fitted effect of over 55% in size
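Cytotoxicity is measured as loss of cellular ATP: NIH 3T3 cells (400/well) are exposed to compound for 48 or 72 hr at 37 °C, then CellTiter-Glo luminescence is imaged after 10 min at room temperature.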
SNCA expr inhib: SNCA gene expression inhibition; AID 1671194; HEK-293 SNCA-luciferase knock-in, luminescence, 24 h; Potency, µM (highest dose often 57.2 µM), inactives show top-dose activity change, negative = inhibition, most hits filed as inhibitors; hit rate 0.17% among 140,000;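 also: potency is read from the fitted curve at half-maximal effect; plate controls were DMSO cells for no effect and cell-free wells for full effect; nearly all actives have a fitted effect of over 45% in size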
GPT2 inhibitor: GPT2 alanine aminotransferase inhibition; hit rate 0.25% among 100,000; Q8TD30; Potency, µM (titrated, usually from 57.7 µM), inactives show at the highest dose activity change, negative = inhibition, most hits filed as inhibitors; Recombinant GPT2, coupled pyruvate oxidase/HRP Amplex Red fluorescence; also: potency is read from the fitted curve at half-maximal effect; nearly all actives have a fitted effect of over 60% in size; many of its hits are not listed in these tables
Target sequence (Q8TD30 whole entry, looked up): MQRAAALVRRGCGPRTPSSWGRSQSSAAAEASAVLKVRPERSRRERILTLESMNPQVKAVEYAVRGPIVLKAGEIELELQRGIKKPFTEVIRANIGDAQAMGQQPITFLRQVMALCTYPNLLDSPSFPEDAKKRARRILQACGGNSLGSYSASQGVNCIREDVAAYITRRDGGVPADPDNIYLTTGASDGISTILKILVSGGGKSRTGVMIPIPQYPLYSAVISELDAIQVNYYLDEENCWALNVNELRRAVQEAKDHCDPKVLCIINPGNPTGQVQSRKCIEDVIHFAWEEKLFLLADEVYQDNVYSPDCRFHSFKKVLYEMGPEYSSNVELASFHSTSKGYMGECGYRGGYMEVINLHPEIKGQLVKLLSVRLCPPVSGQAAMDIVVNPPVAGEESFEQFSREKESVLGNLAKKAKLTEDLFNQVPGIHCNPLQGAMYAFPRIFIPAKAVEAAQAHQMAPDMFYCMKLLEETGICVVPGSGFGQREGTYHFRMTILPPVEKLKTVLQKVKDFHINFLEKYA
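Fluorescence of coupled pyruvate oxidase/HRP/Amplex Red system (50uM Amplex, 30 min, dark) reports pyruvate formed by GPT2. Enzyme reaction: 10ng/uL GPT2, 2mM L-alanine, 250uM a-KG, 30 min room temperature, pH 7.5; 50uM AOA control.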
HEK cytotox: kills HEK 293 cells; HEK 293 viability, ATP luminescence (CellTiter-Glo), 48-72 h; Potency, µM (doses to about 115 µM), inactives show top-dose activity change, negative = cytotoxicity, usual class: inhibitors; hit rate 6.6% among 94,000; also: potency is read from the fitted curve at half-maximal effect; nearly all actives have a fitted effect of over 60% in size
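HEK 293 cells seeded at 250 cells/well were exposed to compound for 48 or 72 hr at 37 degree Celsius. Viability taken as ATP content by CellTiter-Glo luminescence.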
IP6K1 inh: IP6K1 kinase inhibition; Q92551; IP6K1 kinase, ADP-Glo luminescence, 2 h; stronger effect = lower value; activity change, % (series mostly up to about 58 µM); hit rate 0.81% among 140,000; AID 1645851; in the data active = activity change below about -25%
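ADP-Glo luminescence measures ADP made by human IP6K1 during a 2 h RT reaction with ATP/IP6 (mix at 1.3 mM/130 uM); top library doses 57.5 and 19.1 uM final.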
FLuc inh: blocks purified firefly luciferase enzyme activity; purified P. pyralis luciferase, luminescence, biochemical; Potency, µM (series often up to 115 µM), for the others: at the highest dose activity change, negative = inhibition, most hits filed as inhibitors; hit rate 2.5% among 76,000; also: potency is read from the fitted curve at half-maximal effect; nearly all actives have a fitted effect of over 65% in size
Target sequence (P08659 whole entry, looked up): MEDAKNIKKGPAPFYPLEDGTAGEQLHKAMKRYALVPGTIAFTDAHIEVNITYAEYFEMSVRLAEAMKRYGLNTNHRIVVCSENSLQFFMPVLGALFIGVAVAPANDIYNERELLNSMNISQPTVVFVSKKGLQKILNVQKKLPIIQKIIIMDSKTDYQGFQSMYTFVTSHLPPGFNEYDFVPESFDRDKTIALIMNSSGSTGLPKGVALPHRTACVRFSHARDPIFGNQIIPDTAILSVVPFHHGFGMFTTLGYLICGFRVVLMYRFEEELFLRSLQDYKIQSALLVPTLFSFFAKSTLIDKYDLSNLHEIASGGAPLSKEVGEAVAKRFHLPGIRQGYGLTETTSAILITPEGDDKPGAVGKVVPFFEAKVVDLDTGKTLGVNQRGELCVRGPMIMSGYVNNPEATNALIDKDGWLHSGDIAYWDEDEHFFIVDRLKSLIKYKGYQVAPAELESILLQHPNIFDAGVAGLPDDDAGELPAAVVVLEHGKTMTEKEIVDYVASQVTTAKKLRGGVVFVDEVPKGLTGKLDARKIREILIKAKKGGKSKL
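Luminescence read by CCD imaging after purified firefly luciferase (10nM final) was added to substrate buffer holding 10uM D-luciferin and 10uM ATP, pH 7.5, pre-dosed with compound.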
SNCA viab count: counter-screen for SNCA expression inhibitors: cell viability. HEK-293-SNCA-luc viability, GF-AFC fluorescence, 24 h. Potency, µM (doses to about 57.1 µM), for the others: at the highest dose activity change, negative = cytotoxicity, actives largely listed as cytotoxic. hit rate 0.12% among 150,000. AID 1671193;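 also: potency is read from the fitted curve at half-maximal effect; 0% = DMSO-treated cells and -100% = medium-only wells without cells; nearly all actives have a fitted effect of over 30% in size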
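HEK-293-SNCA-luc cells (1500/well) plated 24 h, then exposed 24 h to a dilution series; GF-AFC added 30 min at 37C, fluorescence 405/540 nm; normalised to medium-only and DMSO wells, Hill fit.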
* marks the source's active call; other numbers are inactive results; i = inactive; ? = inconclusive; nt = not tested or not shown; [ ] = dose if it differs, or a comment. Unless noted, calls follow the shape of the dose curve; as a rule, active = well fitted curve in the direction sought with a large enough effect; inconclusive = small, poorly fitted or top-dose-only effect, or another doubt; inactive = no such curve, though single readings can be large; an effect the other way counts as inactive or inconclusive. Unless noted, % is scaled to controls: 0 for no effect and ±100 for the full control effect.

mol | 3T3 cytotox | SNCA expr inhib | GPT2 inhibitor | HEK cytotox | IP6K1 inh | FLuc inh | SNCA viab count
O=C(CSc1nc(=O)n(Cc2cccnc2)c2c1CCC2)Nc1ccc(F)cc1F | nt | 0% | nt | nt | 34 | nt | 14%
CCSc1ncc(CN2CCN(c3ccc4nccn4n3)CC2)cn1 | -33% | -31% | -16% | ? | 14 | -1% | 3%
CCOc1cc(C#N)c(NC(=O)Cn2nnc(-c3ccc(C)cc3)n2)cc1OCC | nt | 21% | nt | nt | -5 | nt | 4%
CC(C)(C)C1CCc2c(sc3nc(-c4cc5ccccc5oc4=O)[nH]c(=O)c23)C1 (stereo not drawn) | nt | -1% | nt | nt | -8 | nt | 6%
CCOc1ccccc1CN1CC[C@H](c2n[nH]c(C)n2)[C@H](NC(=O)C2CC2)C1 | -25% | 37%[activator] | -2% | -13% | 20 | 8% | 5%[12.5 µM]
O=C(COc1ccccc1)N[C@H]1CO[C@H]2[C@@H]1OC[C@H]2OC(=O)Nc1cccc2ccccc12 | ? | -10% | 3% | -28% | -1 | 1% | 6%
COc1ccc(Nc2ccc3nnc(-c4ccc(C)cn4)n3n2)cc1 | ? | -3%[87.6 µM] | 1%[88.5 µM] | 71µM* | 0 | 14%[172 µM] | -23%[87.6 µM]
COc1ccc(NC(=O)Cn2c(=O)n(Cc3ccc(C(=O)NCc4ccccc4Cl)cc3)c(=O)c3ccccc32)cc1 | nt | -17% | nt | nt | 31 | nt | -10%
Cc1ccc(C2c3[nH]c4ccccc4c3CCN2C(=O)c2cccc(C)c2)cc1 (stereo not drawn) | nt | ? | nt | nt | 56 | nt | -12%
CN1c2cc(O)c(N=NC(N)=O)cc2CC1S(=O)(=O)O (stereo not drawn) | nt | -10% | i | nt | nt | nt | -6%
COc1ccc(C(=O)N2CCC(N3C[C@H](O)C[C@H]3C(=O)NC3CCCCC3)CC2)cc1OC | -13% | 12% | i | -11% | 4 | 0% | -15%
COc1ccc(C(=O)NC(c2ccc(Cl)cc2)c2cc(Cl)c3cccnc3c2O)cc1 (stereo not drawn) | nt | -5% | nt | nt | 19 | nt | -4%
Cc1c(Cl)cccc1NC(=O)Cn1nc(C(F)(F)F)c2c1CCC2 | nt | 51%[activator] | nt | nt | 4 | nt | -6%
CC1CCN(S(=O)(=O)c2ccc3c(c2)N(CC(=O)NCCN(C)C)C(=O)CO3)CC1 | nt | -11% | nt | nt | 2 | nt | 1%
Cc1ccc2cc3cc(C(=O)N4CCN(c5ccc(Cl)cc5)CC4)oc3nc2c1 | nt | 6% | nt | nt | -6 | nt | 14%
COc1ccc(-c2noc(Nc3ccc4c(c3)OCCO4)n2)cc1 | 1% | 48%[activator] | i | -4% | -1 | 0.89µM* | 2%
CCn1c(=O)cc(SCC(=O)NCc2ccc(Cl)cc2)c2ccccc21 | nt | -20% | nt | nt | -7 | nt | 6%
Cc1nn(-c2ccccc2)c2c1C(C1CC1)N(C1CN(C(=O)c3ccc(Cl)cc3)C1)C2=O (stereo not drawn) | ? | nt | nt | ? | 2 | nt | nt
CCN(CC)CCCNC(=O)CN1N=C(c2ccccc2)CCC1=O | nt | -5% | nt | nt | -12 | nt | -12%
O=C(COc1ccc(NC(=O)C2CC2)cn1)NC1CCN(Cc2ccccc2)CC1 | i | -18% | i | -4% | 1 | 11% | 3%
COc1ncccc1C(=O)N1CCC(CCC(=O)N2CCC(Cc3ccccc3)CC2)CC1 | ? | ? | i | 35µM* | 4 | -6% | ?
COc1ccc(CN2Cc3[nH]cnc3C[C@H]2C(=O)NCc2ccc(C#N)cc2)c2ccccc12 | 79µM* | -20% | -2% | ? | -2 | -5% | 6%
O=C(CC1=C2CCCCC2NC1=O)NC1CCCCC1 (stereo not drawn) | 3% | -2% | i | -6% | 29 | 6% | -4%
Cc1ccc(CNC(=O)N(C)C2CCc3nn(CC4CC4)c(=O)n3CC2)cc1 (stereo not drawn) | -19% | 5% | -6% | ? | -7 | -5% | 5%
COc1ccc(-n2nc(C(=O)Nc3ccccn3)c3c4ccccc4n(C)c3c2=O)cc1 | nt | -5% | nt | nt | 8 | nt | -6%

Some of the entries so far, field by field:
> Cc1ccc2cc3cc(C(=O)N4CCN(c5ccc(Cl)cc5)CC4)oc3nc2c1
  3T3 cytotox = nt | SNCA expr inhib = 6% | GPT2 inhibitor = nt | HEK cytotox = nt | IP6K1 inh = -6 | FLuc inh = nt | SNCA viab count = 14%
> CCn1c(=O)cc(SCC(=O)NCc2ccc(Cl)cc2)c2ccccc21
  3T3 cytotox = nt | SNCA expr inhib = -20% | GPT2 inhibitor = nt | HEK cytotox = nt | IP6K1 inh = -7 | FLuc inh = nt | SNCA viab count = 6%

Further compounds follow:
mol | 3T3 cytotox | SNCA expr inhib | GPT2 inhibitor | HEK cytotox | IP6K1 inh | FLuc inh | SNCA viab count
Cc1ccc(NC(=O)c2cc3cc(C)ccc3n2C)cc1 | nt | 49%[activator] | nt | nt | -4 | nt | 3%
CNC(=O)[C@@H]1C[C@H](Oc2ccccc2)CN1S(C)(=O)=O | -5% | 0% | 4% | -17% | -3 | -8% | 5%
COc1ccc(C(=O)N2CCC(C(=O)N3CCC(c4nc5ncccc5[nH]4)CC3)CC2)cc1 | -6% | -4% | i | i | 14 | nt | -1%
Cc1ccc(NC(=O)Cn2c(C)cc3nc4n(c(=O)c32)CCCCC4)c(Cl)c1 | ? | -9% | -4% | ? | 2 | 6% | -21%
Cn1cc(CNC(=O)C[C@@H]2C[C@H]3O[C@H](CNC(=O)NC4CCCCC4)[C@@H](O)[C@H]3O2)cn1 | -8% | -21% | -9% | -7% | 13 | 9% | 0%
O=C(CCCn1ncn2c(cc3occc32)c1=O)NCc1ccccc1F | nt | 4% | nt | nt | -7 | nt | 5%
Oc1ccc(-c2nc(C3CC3)nc3c2CCN(Cc2ccc(OC(F)(F)F)cc2)CC3)cc1 | ? | 2% | 1% | ? | -2 | -9% | 0%
CN(CC1CCOC1)S(=O)(=O)Cc1ccc(Cl)cc1 (stereo not drawn) | i | 1% | i | 0% | 19 | 6% | 6%
Cc1cc(=O)n(CC(=O)N2CCN(c3ccccc3F)CC2)c(-c2ccc(F)cc2)n1 | 0% | -7% | 2% | 16% | 2 | 11% | -1%
O=C1CC(c2ccccc2)N(C(=O)CNC(=O)Nc2ccccc2)CCCCCCN1 (stereo not drawn) | -1% | -15% | -20% | 0% | 0 | -5% | -11%
CC(C)(C)C1CCc2c(sc(NC(=O)c3cccc(Cl)c3)c2C(=O)NCc2ccco2)C1 (stereo not drawn) | nt | -9% | nt | nt | -8 | nt | 15%
Cn1cnc2c(=O)oc3ccc(S(=O)(=O)N4CCN(c5ccccc5)CC4)cc3c21 | nt | -8% | nt | nt | 37 | nt | 1%
Cc1ccc(CNC(=O)C2CCCCc3nnc(-c4ccccc4)n32)o1 (stereo not drawn) | -14% | 23% | 1% | -3% | 13 | nt | 12%
CC(C)CCN1CCC2(Cc3ccccc3CNC2=O)C1 (stereo not drawn) | -16%[138 µM] | -7%[87.6 µM] | -6%[88.5 µM] | -16%[172 µM] | -6 | nt | -8%[87.6 µM]
CCCCN(CCCC)CCNC(=O)Cn1nc(CC)n2c(cc3sc(C)cc32)c1=O | nt | ? | nt | nt | -8 | nt | 0%
CO[C@H]1C[C@@H]2CC[C@@H](C)[C@@](O)(O2)C(=O)C(=O)N2CCCC[C@H]2C(=O)O[C@H]([C@H](C)C[C@H]2CC[C@@H](OP(C)(C)=O)[C@H](OC)C2)CC(=O)[C@H](C)/C=C(\C)[C@@H](O)[C@@H](OC)C(=O)[C@H](C)C[C@H](C)/C=C/C=C/C=C/1C | nt | nt | 3%[27.3 µM] | nt | -15 | nt | -19%
O=C(C1CCCN1[S+](=O)([O-])c1cccc(C(F)(F)F)c1)N1CCC(N2CCCC2=O)CC1 (stereo not drawn) | 3% | 6% | i | -5% | -10 | nt | 11%
O=C1c2c(nc(CNc3cccnc3)n2Cc2ccccc2)NCCN1Cc1ccccc1 | ? | -5%[87.6 µM] | 1%[88.5 µM] | ? | -3 | -1%[172 µM] | -3%[87.6 µM]
CCn1ccc2c(OCC(=O)Nc3ccc(OC)cc3OC)cccc2c1=O | nt | 8% | nt | nt | 4 | nt | 9%
CC1(NC(=O)c2ccc(C#Cc3cccc(F)c3)cn2)COC1 | nt | nt | 1% | nt | -2 | nt | -11%
O=C(CCNc1c(-c2ccccc2)nc2cnccn12)N1CCC(N2CCCCC2)CC1 | -3% | -4% | ? | 17% | 13 | 4% | ?
CCCCN(CC)CCNC(=O)Cn1cnc2sc(C)c(S(=O)(=O)N3CCN(c4ccccc4OC)CC3)c2c1=O | nt | 16% | nt | nt | -5 | nt | -6%
O=C(Cc1ccc2c(c1)OCO2)N1CC(COc2ccccc2)C2(C1)CN(c1ccccc1)C2 (stereo not drawn) | ? | 9% | 3% | ? | -6 | 0% | 8%
Cc1ccc(CN2CCc3nc(N4CCN(C)CC4)[nH]c(=O)c3CC2)cc1C | -2% | 15% | 3% | 4% | 5 | -1% | 2%
COc1ccc(CN2C(=O)[C@@H]3C[C@@H](CN3Cc3ccccc3)Oc3ccccc32)cc1 | ? | ? | -10%[88.5 µM] | 50µM* | -12 | 7%[172 µM] | ?
COc1ccc(NC(C)=O)cc1NC(=O)C1(c2cccs2)CCOCC1 | nt | 5% | nt | nt | 22 | nt | -1%
CCc1ccc(NC(=O)N2CCC(n3cnnc3C3CC3)C2)cc1 (stereo not drawn) | -1% | 4% | i | 11% | 20 | 2% | -4%
COc1ccc(OC)c(-c2cc(Cl)c3c(c2)CC(CNC(=O)c2c(F)cccc2F)O3)c1 (stereo not drawn) | 3% | 23% | i | 2% | 17 | 7% | 3%
O=C(N[C@@H]1CCN(C(=O)CCc2cccc(Cl)c2)C[C@H]1O)c1cnccn1 | -3% | 1% | -11% | 3% | 29 | 1% | -11%
Cc1c(Cl)cccc1NC(=O)c1ccc2c(c1)N(S(C)(=O)=O)CC2 | -3% | 139%[activator] | i | 4% | -15 | -16% | -22%
Cc1cccc(C(=O)N2CCC3(CC2)CC(c2ccccc2)C(=O)N3)c1 (stereo not drawn) | i | 10% | -4% | ? | 10 | 0% | 2%
Cc1ccc(NC(=O)Cn2c(N3CCc4ccccc4C3)nc(C)cc2=O)c(Cl)c1 | -4% | 5% | -3% | ? | 4 | 4% | 5%
Cc1ccccc1CNC(=O)CCSCc1cnn(-c2ccccc2)c1-n1cccc1 | nt | ? | nt | nt | -2 | nt | -21%
N#Cc1ccc(CN2CCN(c3ccc(Cl)nn3)C(=O)C2)cc1 | -32%[138 µM] | -6%[87.6 µM] | 1%[88.5 µM] | -8%[172 µM] | -7 | 4%[172 µM] | 7%[87.6 µM]
COc1ccc(CCNC(=O)CCc2c(C)nc3cc(-c4ccc(Cl)cc4)nn3c2C)c(OC)c1 | nt | 18% | nt | nt | 8 | nt | 2%
O=C(CN1C(=O)COc2ccc(C(=O)COc3cccc(F)c3)cc21)NCc1ccco1 | -33% | ? | -6% | ? | 13 | -3% | -13%

Screening results as filed in PubChem.

A portion of the library; rates above refer to the full screens.
